Screens from PubChem BioAssay.
Smad3 inh: blocks human Smad3 binding to FoxH1 peptide | P84022 | TR-FRET Smad3/Dy647-FoxH1 peptide binding, europium anti-His | inhibition, % at 25 µM | hit rate 0.29% among 88,000;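 active means compounds that reduce the energy-transfer binding signal between the protein and its labelled peptide by more than half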;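 further: 0% = Smad3 plus labelled peptide maximal FRET and 100% = peptide-only background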
ERa coact inh: blocks coactivator binding to human estrogen receptor alpha. TR-FRET ER-alpha LBD / SRC-1 peptide, estradiol-bound. inhibition, % at 25.6 µM. hit rate 1.7% among 86,000. AID 629; in the data active means inhibition above about 50%;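 further: 0% = receptor plus peptide control and 100% = peptide only without receptor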
HUVEC prolif 384: human endothelial cell proliferation inhibition | HUVEC proliferation, CellTiter-Glo luminescence, 72 h; hits give low values | viability, % at 10 µM (by protocol) | hit rate 1.1% among 86,000 | AID 648;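 active means viability at or below 30%; inactive means viability above 30%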;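 further: 100% = median luminescence of DMSO-only cell control wells on each plate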
ERa SRC1 pot: ER-alpha (human) coactivator binding potentiation. coactivator binding (% of control), % at 25.6 µM. TR-FRET ERalpha-LBD/SRC-Cy5 coactivator binding, 2 h; 100 = basal binding, no effect. hit rate 1.3% among 86,000; in the data active means activity above about 200%;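 further: binding measured in presence of low estradiol as agonist stimulus; 0% = peptide alone without receptor and 100% = receptor with peptide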
sEH act: soluble epoxide hydrolase (human) activation; hit rate 0.04% among 91,000; purified human sEH enzymatic activity, activator screen; P34913; activation, % at 2 µM; AID 717; in the data active means activation above about 37%; further: values of inactives mirror those of a sister screen read the other way
Target sequence (P34913 whole entry, looked up): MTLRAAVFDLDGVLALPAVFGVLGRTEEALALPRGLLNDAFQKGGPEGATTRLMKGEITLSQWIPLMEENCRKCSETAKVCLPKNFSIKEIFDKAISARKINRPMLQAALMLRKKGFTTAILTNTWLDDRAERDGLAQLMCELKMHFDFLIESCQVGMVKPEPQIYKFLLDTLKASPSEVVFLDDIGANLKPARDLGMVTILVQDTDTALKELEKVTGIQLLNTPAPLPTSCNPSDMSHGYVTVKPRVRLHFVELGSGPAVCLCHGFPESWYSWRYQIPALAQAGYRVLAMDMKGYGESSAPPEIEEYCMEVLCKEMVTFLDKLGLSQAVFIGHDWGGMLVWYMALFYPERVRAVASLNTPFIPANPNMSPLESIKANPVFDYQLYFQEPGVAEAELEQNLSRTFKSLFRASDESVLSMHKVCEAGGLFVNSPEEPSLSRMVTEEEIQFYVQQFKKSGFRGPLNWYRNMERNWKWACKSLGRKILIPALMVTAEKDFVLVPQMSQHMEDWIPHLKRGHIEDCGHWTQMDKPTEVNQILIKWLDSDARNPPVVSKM
Candida biofilm: kills Candida albicans biofilms. C. albicans biofilm + clotrimazole, Alamar Blue. AID 834. inhibition, % at 6 µM. hit rate 0.14% among 85,000;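 active means inhibition above 20%; inactive means inhibition below 20%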;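 further: preformed 24 hr biofilms exposed to compound for 48 hr; 0% = biofilm without compound and 100% = blank killed by clotrimazole plus chlorhexidine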
H69AR inhibit: blocks growth of human H69AR lung tumor cells; hit rate 6% among 85,000; AID 598; H69AR lung tumor viability, ATP luminescence, 72 h; hits give low values; viability, % at 10 µM;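 active means viability at or below 40%; inactive means viability above 40%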;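 further: multidrug resistant small cell line overexpressing MRP-1 efflux transporter; 100% = mean luminescence of untreated control wells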
Fibroblast inh: blocks proliferation of human lung fibroblasts. viability, % at 10 µM. LL 47 human lung fibroblast viability, ATP luminescence; hits give low values. hit rate 1.1% among 85,000;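 active means viability at or below 50% in the single dose screen; inactive means viability above 50%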;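 further: compound exposure lasted 72 h before the ATP readout; 100% = median luminescence of untreated cell-only wells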
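Test system: LL 47 human lung fibroblasts / Incubation: 72 h compound exposure at 37 °C after overnight plating / Technique: luminescent ATP detection, CellTiter-Glo / Compound dosing: 0.1% DMSO in all compound wells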
ERb SRC1 inh: blocks coactivator binding to human estrogen receptor beta | hit rate 1.3% among 86,000 | Q92731 | AID 633 | TR-FRET ER-beta LBD / SRC1-Cy5 peptide binding; receptor agonist-loaded with 1 µM estradiol | inhibition, % at 25.6 µM;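 active means compounds whose percent inhibition of the receptor-coactivator binding signal exceeds about 50% in the single-dose screen, limit read from the data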;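 further: 0% = receptor plus peptide wells without compound and 100% = peptide-only wells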
Target sequence (Q92731 whole entry, looked up, the tested form may be a part): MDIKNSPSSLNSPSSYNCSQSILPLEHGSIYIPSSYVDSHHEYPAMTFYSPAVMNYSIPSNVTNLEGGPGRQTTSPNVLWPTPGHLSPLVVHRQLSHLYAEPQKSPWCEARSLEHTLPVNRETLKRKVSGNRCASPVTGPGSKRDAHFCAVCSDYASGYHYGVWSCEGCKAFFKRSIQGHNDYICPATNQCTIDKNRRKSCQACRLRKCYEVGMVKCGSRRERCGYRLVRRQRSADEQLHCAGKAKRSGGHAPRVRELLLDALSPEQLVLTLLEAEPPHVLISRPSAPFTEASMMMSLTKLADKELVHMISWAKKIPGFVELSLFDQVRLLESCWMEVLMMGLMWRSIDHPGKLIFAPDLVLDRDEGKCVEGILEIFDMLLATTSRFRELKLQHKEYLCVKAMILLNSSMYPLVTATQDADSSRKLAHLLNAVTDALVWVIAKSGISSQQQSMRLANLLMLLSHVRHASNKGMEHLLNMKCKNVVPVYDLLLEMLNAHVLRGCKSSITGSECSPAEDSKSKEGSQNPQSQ
An asterisk follows results filed as active; . = no result given; [ ] = dose if it differs, or a comment. A portion of the library, so the mix of outcomes need not match the whole.

smiles	Smad3 inh	ERa coact inh	HUVEC prolif 384	ERa SRC1 pot	sEH act	Candida biofilm	H69AR inhibit	Fibroblast inh	ERb SRC1 inh
CCOc1cccc(OCCCNCCCOC)c1	-4	10	89	109[fluorescence artefact?]	-4	-1	104	99	-9
Cc1cc(Oc2ccccc2)nc(SCC(=O)Nc2ccc(Cl)cc2Cl)n1	5	8	80	89[fluorescence artefact?]	6	6	84	95	2
CC(=O)Nc1cccc(NC(=O)C2CCCN2C(=O)Nc2cccc(F)c2)c1 (stereo not drawn)	-4	5	91	109	-10	4	90	104	13
O=C1CC(N2CCN(c3ccc(S(=O)(=O)N4CCCC4)cc3)CC2)C(=O)N1c1ccc(F)cc1 (stereo not drawn)	12	-5	90	121	-4	2	96	102	-5
CCOc1ccccc1C1CC(=O)NC2=C1C(=O)CC(C)(C)C2 (stereo not drawn)	-2	6[fluorescence artefact?]	88	83[fluorescence artefact?]	0	10	64	90	2[fluorescence artefact?]
O=c1[nH]c(=O)n(C2CCCO2)cc1Br (stereo not drawn)	-5	0[fluorescence artefact?]	88	107	1	14	95	106	-1
COc1ccc(S(=O)(=O)NCCSCc2cccs2)cc1	10	1	99	113	5	7	90	103	-9
OC1CCCN(Cc2ccc3ccc4cccc5ccc2c3c45)C1 (stereo not drawn)	4[fluorescence artefact?]	7[fluorescence artefact?]	2.4*	63[fluorescence artefact?]	-5	3	45	49*	-12[fluorescence artefact?]

Later entries.
smiles	Smad3 inh	ERa coact inh	HUVEC prolif 384	ERa SRC1 pot	sEH act	Candida biofilm	H69AR inhibit	Fibroblast inh	ERb SRC1 inh
CCCC(=O)Nc1c(-c2cccs2)c(=O)c2ccccc2n1CC	28[fluorescence artefact?]	6	93	90	-9	9	81	95	40
COc1ccc(C(=O)NCc2cn3cccc(C)c3n2)cc1OC	-13	-7	91	105	6	-8	92	95	-7
CCC(C)NS(=O)(=O)c1ccc(OCC(=O)NCc2ccc3c(c2)OCO3)cc1 (stereo not drawn)	-16	10	90	99	-9	9	103	103	3[fluorescence artefact?]
C=CCN(C(=O)Cn1c(C(=O)OC)cc2oc(C)cc21)c1ccccc1	-10	3[fluorescence artefact?]	108	116	12	8	88	106	4[fluorescence artefact?]
O=C(c1ccccc1)c1cc[n+]([O-])cc1	-6	14	99	99	2	8	104	100	24
O=C(O)CC(Cn1cnnn1)c1ccccc1 (stereo not drawn)	1	-7	95	130	-9	0	101	98	-7
COC(=O)c1sc2nc(N3CCCCC3)c3c(c2c1N)CCCC3	14	-10	90	141	-1	4	93	101	-12
Cc1ccc(-n2c(SCC(=O)NC3CCCCC3)nc3c(c2=O)SCC3)cc1	-12	-3	102	104[fluorescence artefact?]	.	0	85	95	-2

Additional compounds.
smiles	Smad3 inh	ERa coact inh	HUVEC prolif 384	ERa SRC1 pot	sEH act	Candida biofilm	H69AR inhibit	Fibroblast inh	ERb SRC1 inh
CCOc1cc(C(=O)NC)cc(OCC)c1OCC	-3	-13	99	100	-12	3	92	103	-1
CC1CCc2cc(F)ccc2N1C(=O)c1cnc2sccn2c1=O (stereo not drawn)	3	1	102	124	0	6	87	95	4
CC(=O)c1cccc(S(=O)(=O)N2CCC(n3nnc4cc(F)ccc43)CC2)c1	3	-6	86	109	3	4	70	96	-2
O=C(CSc1ncnc2c1oc1ccccc12)NCc1ccco1	21[fluorescence artefact?]	29	99	142	-12	1	73	88	18
CC(=O)Nc1ccc(S(=O)(=O)N[C@@H](C)C(=O)Nc2ccc(N3CCOCC3)cc2)cc1	7	3	109	78	10	9	87	107	11
CCOC(=O)N1CCN(C2CC(=O)N(c3ccc(F)cc3)C2=O)CC1 (stereo not drawn)	-1	-1	102	132	.	2	112	96	-5
Cc1cc(-c2ccc(F)cc2)nc2cc(C(N)=O)nn12	-13	28[fluorescence artefact?]	97	128	1	9	98	107	25
Cc1ccc(-n2nc(C)c3cc(C(=O)O)sc32)cc1	-10	3	82	108	-8	7	91	110	16

Continuation:
Under each structure: Smad3 inh	ERa coact inh	HUVEC prolif 384	ERa SRC1 pot	sEH act	Candida biofilm	H69AR inhibit	Fibroblast inh	ERb SRC1 inh
Cc1ccc(-c2ccc(=O)n(CC(=O)N3CCN(c4cccc(C)c4)C(C)C3)n2)cc1 (stereo not drawn)
  0	-9	104	115	-5	5	89	114	-10
O=C(O)CC(C(=O)O)c1cn(Cc2ccccc2)c2ccccc12 (stereo not drawn)
  5	14[fluorescence artefact?]	86	94	2	9	90	84	18
O=C(CN1C(=O)C2CC=CCC2C1=O)NCc1ccc2c(c1)OCO2 (stereo not drawn)
  -9	1	98	99	7	9	88	103	-5
Cc1noc(/C=C/N(C)C)c1S(=O)(=O)N1CCCC(C(=O)NC(C)c2ccccc2)C1 (stereo not drawn)
  12	11[fluorescence artefact?]	78	117	.	-2	110	105	-1[fluorescence artefact?]
CC(=O)Oc1ccc(-c2cccc(C(=O)NCC(=O)O)c2)cc1
  -1	2	92	104	10	8	98	94	-1
C=CCc1cc(/C=N/n2cnnc2)cc(OCC)c1O
  -3	-2	92	132	-3	7	84	100	-4
CCn1c(-c2nn(C)c(C)c2Cl)n[nH]c1=S
  -9	-6	85	98	0	8	91	100	-6
COc1ccc(-n2nnnc2SCC(N)=O)cc1
  -3	-13	93	112	6	6	94	88	-8
CCN(CC)S(=O)(=O)c1ccc(C(=O)N2CCN=C2SC)cc1
  8	-2	108	113	.	3	88	105	-8[fluorescence artefact?]
CC(NC(=O)c1cccs1)c1ccc2c(c1)OCO2 (stereo not drawn)
  0	-11	88	128	-4	2	94	98	-1
COc1ccc(C2/C(=C(\O)c3ccc4c(c3)OCCO4)C(=O)C(=O)N2Cc2ccco2)c(OC)c1 (stereo not drawn)
  9	-55	94	101	13	1	88	96	5
Cc1csc(NC(=O)C2CCCN(S(=O)(=O)c3cnc[nH]3)C2)n1 (stereo not drawn)
  -2	-8	104	102	.	5	94	93	3
CC(C)C(NC(=O)CNC(=O)OC(C)(C)C)C(=O)NCc1ccccc1 (stereo not drawn)
  12[fluorescence artefact?]	-11	99	126	-57	6	99	98	2[fluorescence artefact?]
O=c1c2ccccc2c(C=Nc2ccc(Cl)cn2)c(O)n1-c1cc(Cl)ccc1N1CCOCC1
  1	-7	100	104	-5	6	84	97	-2
COC(=O)C1=C(C)Nc2ncnn2C1c1cccnc1 (stereo not drawn)
  -11	4	94	98	9	3	89	96	-13
CCC(=O)Nc1cc(C(=O)NCC2CCCN2CC)c(OC)cc1N(C)C (stereo not drawn)
  9	-3	103	127	1	7	95	98	-11
O=C(COc1ccc(Cl)cc1Cl)NCCSc1ccc(Cl)cc1
  3	-2	103	80	-11	10	103	103	-10
COc1ccc(NC(=O)OCC(C)C)cc1OC
  -9	0	101	109	-9	6	84	102	-13
Cc1ccc(C2(C)NC(=O)N(CC(=O)Nc3cc(C)on3)C2=O)cc1 (stereo not drawn)
  -6	-3	82	151[fluorescence artefact?]	6	8	94	96	-4[fluorescence artefact?]
CCc1c(C)sc(NC(=O)c2cc(C)on2)c1C#N
  5	-1[fluorescence artefact?]	93	106	0	6	67	97	-2

3 compounds from above, ordered by their value in Smad3 inh, ascending.
| SMILES | Smad3 inh | ERa coact inh | ERa SRC1 pot | sEH act | ERb SRC1 inh |
| --- | --- | --- | --- | --- | --- |
| Cc1cc(-c2ccc(F)cc2)nc2cc(C(N)=O)nn12 | -13 | 28[fluorescence artefact?] | 128 | 1 | 25 |
| COc1ccc(-n2nnnc2SCC(N)=O)cc1 | -3 | -13 | 112 | 6 | -8 |
| CCN(CC)S(=O)(=O)c1ccc(C(=O)N2CCN=C2SC)cc1 | 8 | -2 | 113 | . | -8[fluorescence artefact?] |

Six entries already listed, sorted by SMILES length, descending.
Under each structure: Smad3 inh	ERa coact inh	HUVEC prolif 384	ERa SRC1 pot	sEH act	Candida biofilm	H69AR inhibit	Fibroblast inh	ERb SRC1 inh
COc1ccc(C2/C(=C(\O)c3ccc4c(c3)OCCO4)C(=O)C(=O)N2Cc2ccco2)c(OC)c1 (stereo not drawn)
  9	-55	94	101	13	1	88	96	5
Cc1ccc(C2(C)NC(=O)N(CC(=O)Nc3cc(C)on3)C2=O)cc1 (stereo not drawn)
  -6	-3	82	151[fluorescence artefact?]	6	8	94	96	-4[fluorescence artefact?]
CC(C)C(NC(=O)CNC(=O)OC(C)(C)C)C(=O)NCc1ccccc1 (stereo not drawn)
  12[fluorescence artefact?]	-11	99	126	-57	6	99	98	2[fluorescence artefact?]
CCN(CC)S(=O)(=O)c1ccc(C(=O)N2CCN=C2SC)cc1
  8	-2	108	113	.	3	88	105	-8[fluorescence artefact?]
CCc1c(C)sc(NC(=O)c2cc(C)on2)c1C#N
  5	-1[fluorescence artefact?]	93	106	0	6	67	97	-2
CC(NC(=O)c1cccs1)c1ccc2c(c1)OCO2 (stereo not drawn)
  0	-11	88	128	-4	2	94	98	-1

(listing goes on)
Under each structure: Smad3 inh	ERa coact inh	HUVEC prolif 384	ERa SRC1 pot	sEH act	Candida biofilm	H69AR inhibit	Fibroblast inh	ERb SRC1 inh
CCOc1ccc(S(=O)(=O)Nc2cc(C)ccn2)c2ccccc12
  -5	2[fluorescence artefact?]	82	104	8	0	92	90	-1[fluorescence artefact?]
CC(C)COC(=O)Cc1c(O)c2ccccc2[nH]c1=O
  2	17	93	112	.	4	105	100	0[fluorescence artefact?]
Cc1ccc(NC(=O)c2ccco2)cc1NC(=O)CSc1nnc(-c2cccs2)n1C
  -11	3	94	103[fluorescence artefact?]	23	7	91	105	19
c1ccc(-c2cc3c(-n4cccc4)ncnc3o2)cc1
  5	-4	89	110	-4	-1	51	94	-1
CCc1nnc(NC(=O)CSc2nnc(Cc3ccc(OC)cc3)o2)s1
  -4	-7	104	115	10	3	107	92	7
C[C@]12CC[C@@H]3c4ccc(O)cc4C(=O)C[C@H]3[C@@H]1CC[C@@H]2O
  5	3	103	705*	.	6	65	103	1
Cn1c(SCC(=O)N2CCOCC2)nnc1-c1cccc(NC(=O)c2ccccc2)c1
  1	-5	88	100	2	1	106	109	-2[fluorescence artefact?]
CC(C)(C)C(=O)Nc1cccc(-c2nc3ccccc3c(=O)o2)c1
  10	11	93	107[fluorescence artefact?]	-6	10	96	102	11
CN1CCN(C(=O)/C(=C\c2ccccc2)c2ccccc2)CC1
  10	6[fluorescence artefact?]	83	118[fluorescence artefact?]	-14	6	94	84	1[fluorescence artefact?]
NNc1nc(NCc2ccccc2)nc(N2CCOCC2)n1
  12	-22	87	92	-4	7	95	100	-17
CC(NC(=O)c1cccs1)C(c1cccs1)N1CCN(Cc2ccccc2)CC1 (stereo not drawn)
  7	2[fluorescence artefact?]	76	85	-9	7	96	105	-6
C=CCn1c(SCC(=O)NCc2ccco2)nc2sc3c(c2c1=O)CCCCC3
  -2	-4	62	123	3	3	56	90	-9
COC(=O)C1=C(CN2CCc3ccccc32)NC(=O)NC1c1cc(C)ccc1C (stereo not drawn)
  -1	-11[fluorescence artefact?]	85	115	-1	2	34*	89	-3[fluorescence artefact?]
COC(=O)C1=C(C)N(C)C(=O)NC1c1cc(Cl)cc(Cl)c1OC (stereo not drawn)
  7	-15	89	125	-11	8	87	98	-21[fluorescence artefact?]
COc1ccccc1Nc1ncnc2c1cnn2-c1cccc(C)c1
  -1	-2	94	92	-8	7	75	102	25
